Screening results (PubChem)
Vif-A3F inh – inhibitors of Vif-A3F interaction; HeLa A3F-eYFP + Vif (tagged APOBEC3F with the HIV-1 protein that degrades it), YFP fluorescence increase; Potency, µM (highest dose often 46.1 µM), for the others: top-dose activity, negative = active; 0.2% of 390,000 active; further: potency means the concentration at half of the fitted maximal effect; % of control where 0% means no effect; nearly all actives have a fitted effect of over 65% in size
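HeLa cells stably expressing Vif plus C-terminally eYFP-tagged A3F were seeded, incubated overnight at 37 deg C, dosed with compound, incubated overnight again at 37 deg C. Yellow fluorescence (Ex 488/Em 500-530) reported blocked Vif-mediated A3F-eYFP degradation.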
mIDH1 inhibitor – human IDH1 R132H inhibition | O75874 | IDH1-R132H enzyme, NADPH consumption, diaphorase/resazurin fluorescence | Potency, µM (doses to about 76.6 µM), inactives show at the highest dose activity change, negative = inhibition, most hits filed as inhibitors | 0.093% of 390,000 active; further: potency means the concentration at half of the fitted maximal effect; on the % scale 0 is the no-effect control and ±100 the full control effect; nearly all actives have a fitted effect of over 65% in size
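IDH1-R132H (0.5 ug/mL) preincubated 30 min with compound, then NADPH (0.016 mM) and alpha-KG (2 mM) added; 80 min at RT, pH 7.5. Remaining NADPH coupled via diaphorase/resazurin to fluorescence (540/590 nm); concentration-response curves normalized to no-enzyme control.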
TrxR1 substrate – substrates of rat thioredoxin reductase 1; O89049; purified TrxR1 substrate turnover, NADPH consumption readout; 0.01% of 390,000 active; Potency, µM (series often up to 114 µM), inactives show top-dose activity change, negative = substrate turnover; AID 588456; further: potency means the concentration at half of the fitted maximal effect; on the % scale 0 is the no-effect control and ±100 the full control effect; nearly all actives have a fitted effect of over 50% in size
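Rat TrxR1, dispensed at 90 nM, was prereduced with 400 uM NADPH (final) for 5 min at ~22 deg C, then incubated with compound 15 min before 400 uM selenite. A first-read NADPH fluorescence drop versus no-compound background flagged substrates.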
GRP78 ERSR act – ER stress response induction in glioma; U87-MG GRP78 promoter luciferase reporter, 16 h; Potency, µM, for the others: top-dose activation, most hits filed as activators; 0.02% of 420,000 active; AID 602332; further: potency means the concentration at half of the fitted maximal effect; series mostly up to about 76 µM; % of control where 0% means no effect; nearly all actives have a fitted effect of over 35% in size
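ERSR induction read as luciferase luminescence (Bright-Glo, 10 min at room temperature) in stably transfected human U87-MG glioma cells exposed to compounds for 16 h, using GRP78 as sensor.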
USP1 inh – USP1/UAF1 (human) deubiquitinase inhibition. O94782. recombinant USP1/UAF1, Ub-Rhodamine cleavage fluorescence. Potency, µM (highest dose often 57.1 µM), inactives show top-dose activity change, negative = inhibition, usual class: inhibitors. 0.23% of 390,000 active. AID 743255; further: potency means the concentration at half of the fitted maximal effect; on the % scale 0 is the no-effect control and ±100 the full control effect; nearly all actives have a fitted effect of over 60% in size; inactives centre near -12
Target sequence (O94782 whole entry, looked up): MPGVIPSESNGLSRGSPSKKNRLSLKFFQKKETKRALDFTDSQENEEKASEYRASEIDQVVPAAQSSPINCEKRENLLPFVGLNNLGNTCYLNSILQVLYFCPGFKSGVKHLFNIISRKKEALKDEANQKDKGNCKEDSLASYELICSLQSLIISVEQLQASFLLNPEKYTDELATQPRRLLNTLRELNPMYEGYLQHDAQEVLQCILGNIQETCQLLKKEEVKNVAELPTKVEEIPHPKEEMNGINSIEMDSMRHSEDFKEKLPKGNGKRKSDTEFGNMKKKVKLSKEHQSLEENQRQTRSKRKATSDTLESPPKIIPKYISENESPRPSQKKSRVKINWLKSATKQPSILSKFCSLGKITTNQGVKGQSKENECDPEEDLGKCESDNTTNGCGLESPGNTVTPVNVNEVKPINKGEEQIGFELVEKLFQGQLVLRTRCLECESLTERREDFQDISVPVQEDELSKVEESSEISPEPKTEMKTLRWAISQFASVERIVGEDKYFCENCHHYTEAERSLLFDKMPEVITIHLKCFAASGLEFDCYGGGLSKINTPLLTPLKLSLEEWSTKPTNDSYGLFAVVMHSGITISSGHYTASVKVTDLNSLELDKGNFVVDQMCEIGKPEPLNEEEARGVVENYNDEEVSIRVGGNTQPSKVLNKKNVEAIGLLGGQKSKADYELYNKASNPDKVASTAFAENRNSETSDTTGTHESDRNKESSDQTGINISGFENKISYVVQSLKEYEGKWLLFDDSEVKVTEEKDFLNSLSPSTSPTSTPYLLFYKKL
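1 nM enzyme complex + cpd, 15 min RT; start with Ub-Rho 150nM final; kinetic fluorescence ex 480/em 540, 6 reads q60 s. Buffer 50mM HEPES pH 7.8, 0.5mM EDTA, 0.1 mg/ml BSA, 1mM TCEP, 0.01% Tween-20.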
LDHA block – inhibitors of human lactate dehydrogenase A; P00338; purified LDHA, NADH/diaphorase-resazurin fluorescence; hits give low values; 0.15% of 480,000 active; AID 1347041; activity change, % (values are at about 110 or 230 µM); in the data active means activity change below about -30%; inconclusive means mostly about -25% to -30%;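 further: plate controls were DMSO wells for no effect and wells without enzyme for full effect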
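Human LDH5 (2 nM) was incubated with 0.06 mM NADH and 0.2 mM pyruvate for 5 min at room temperature in Tris pH 7.4. Remaining NADH was coupled through diaphorase/resazurin, and resorufin fluorescence was read at 0 and 20 min.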
Vif-APOBEC3G blk – inhibitors of Vif-APOBEC3G interaction | Potency, µM (series often up to 46.1 µM), inactives show top-dose activity, negative = active, hits mostly inhibitors | AID 602310 | Q9HC16 | 0.076% of 410,000 active | HeLa A3G-eYFP + Vif (tagged APOBEC3G with the HIV-1 protein that degrades it), YFP fluorescence, overnight;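 further: potency means the concentration at half of the fitted maximal effect; on the % scale 0 is the no-effect control and ±100 the full control effect; nearly all actives have a fitted effect of over 60% in size; hits raise eYFP signal because A3G escapes Vif-driven loss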
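Read-out is eYFP fluorescence (Ex 488/Em 500-530) from Vif-expressing HeLa A3G-eYFP cells; more signal means A3G escaped Vif-mediated degradation. Cells plated overnight, compound pinned in, incubated overnight at 37 deg C.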
RGS4 inhibitor – human RGS4 inhibition; Potency, µM (doses to about 114 µM), for inactives: at the top dose activity change, negative = inhibition, usual class: inhibitors; 0.039% of 390,000 active; Transcreener GDP fluorescence polarization, RGS4-accelerated GTP hydrolysis; further: potency means the concentration at half of the fitted maximal effect; on the % scale 0 is the no-effect control and ±100 the full control effect; nearly all actives have a fitted effect of over 75% in size; some results filed as inactive show a strong effect at the top dose
Target sequence (P49798 whole entry, looked up): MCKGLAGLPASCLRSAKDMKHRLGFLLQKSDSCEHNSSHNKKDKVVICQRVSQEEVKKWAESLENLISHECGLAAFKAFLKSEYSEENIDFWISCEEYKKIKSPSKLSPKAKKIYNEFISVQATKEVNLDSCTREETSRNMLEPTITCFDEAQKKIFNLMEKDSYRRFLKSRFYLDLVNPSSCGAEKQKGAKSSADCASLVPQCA
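MLSMR compounds (23 nl, pin-transferred) preincubated 10 min at room temperature with a 500nM (2x) first reagent, then RGS4 at 900nM (2x) plus Transcreener GDP mix added; fluorescence polarization (620/688 nm) read before and after 90 min at 30 °C.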
rTrxR1 inhibitor – inhibitors of rat thioredoxin reductase 1. 1% of 390,000 active. recombinant rTrxR1, NADPH fluorescence consumption, selenite substrate. Potency, µM (highest dose often 114 µM), for inactives: top-dose activity change, negative = inhibition, actives largely listed as inhibitors; further: potency means the concentration at half of the fitted maximal effect; on the % scale 0 is the no-effect control and ±100 the full control effect; nearly all actives have a fitted effect of over 65% in size
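Rat TrxR1 (90 nM in the dispensed reagent) was pre-reduced with 400 uM NADPH for 5 min at room temperature, then incubated with compound for 15 min. After 400 uM selenite was added, NADPH fluorescence (Ex 340/Em 450 nm) was followed for 8 min.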
* marks the source's active call; other numbers are inactive results; ? = inconclusive; / = no result given; & = joins results of further samples; [ ] = remark or other dose. Unless noted, the call rests on the fitted dose curve; in most records, active means well fitted curve in the direction sought with a large enough effect; inconclusive means small, poorly fitted or top-dose-only effect, or another doubt; inactive means no such curve, though single readings can be large; an effect the other way counts as inactive or inconclusive. The list is partial; count on the stated rates, not on these rows.

SMILES | Vif-A3F inh | mIDH1 inhibitor | TrxR1 substrate | GRP78 ERSR act | USP1 inh | LDHA block | Vif-APOBEC3G blk | RGS4 inhibitor | rTrxR1 inhibitor
CCc1ccc(N(CC(=O)NC2CCCC2)C(=O)CCC(=O)Nc2cc(C)on2)cc1 | 3% | 0% | 3% | 1% | -20% | -7 | -2% | 30% | 9%
COc1ccc(-c2nn(-c3ccccc3)cc2/C=C/C(=O)N2CCOCC2)cc1OC | 9% | 0% | -4% | -3% | -28% | -7 | -2% | -5% | 5%
O=S(=O)(Nc1cccnc1)c1cccs1 | -2% | 1% | -5%[57.1 µM] | -4% | 0% | 2 | 1% | 3% | 7%[57.1 µM]
COc1cccc(/C=C/C(=O)NCc2ccc(S(N)(=O)=O)cc2)c1 | -5% | -2% | 63%[activator] | 0% | -6% | -6 | 0% | 4% | 22%
COc1ccc(N2COC3c4cccc5cccc(c45)C32)cc1 (stereo not drawn) | ? | 5% | -6% | -9% | -26% | 10 | ? | ? | -25%
O=C(CSc1nnc(-c2cccnc2)o1)Nc1ccc(F)cc1 | -11% | 23% | / | -3% | -17% | -1 | 0% | / | /
O=C(COC(=O)/C=C/c1ccc(S(=O)(=O)N2CCOCC2)cc1)Nc1ccc(F)c(F)c1F | -5% | 3% | 5%[57.1 µM] | -1% | -8% | -13 | -4% | 19% | 6%[57.1 µM]
O=C1c2ccccc2C(Nc2cccc(C(F)(F)F)c2)N1Cc1ccco1 (stereo not drawn) | 10% | 6% | -4%[57.1 µM] | -4% | -21% | 0 | 3% | -32% | ?
CCOC(=O)c1sc2nc(SCC(=O)NCc3ccco3)n(Cc3ccccc3)c(=O)c2c1C | -9% | 2% | 3% | -6% | -8% | 0 | 3% | -17% | -2%
O=C(Nc1nnc(-c2ccc3c(c2)CCCC3)o1)c1ccccc1Cl | -15% | -8% | 2% | -1% | -20% | -3 | 0% | 24% | 7%
Cc1cc(-c2nn3c(-c4ccccc4)nnc3s2)c2ccccc2n1 | 1% | -2% | -1% | -2% | 6% | -6 | 2% | -54% | 8%
CCCSc1ccc(-c2nn(-c3ccccc3)cc2/C=C(/C#N)C(=O)N2CCOCC2)cc1 | -3% | 2% | 7% | 0% | 1% | 1 | -2% | -7% | 1%
O=C(O)C1CCCN1C(=O)c1cccs1 (stereo not drawn) | -8% | 1% | 13%[57.1 µM] | -3% | -20% | 0 | -7% | -20%[11.4 µM] | 8%[57.1 µM]
O=C(c1ccc2c(=O)n(Cc3ccccc3)c(=S)[nH]c2c1)N1CCCC1 | ? | -9% | 2% | 0% | -22% | -5 | 0% | -3% | 4%
Cc1ccc(NC(=O)CCC(=O)N/N=C/c2ccc(O)cc2O)cc1 | -11% | -7% | -6% | -6% | -11% | 4 | 0% | -6% | 9%
CC1CCc2c(C(=O)OCC(=O)Nc3cccc(S(=O)(=O)N4CCCCCC4)c3)csc2C1 (stereo not drawn) | 1% | 5% | 3% | -4% | -20% | -10 | 2% | -10% | 17%
Cc1cc(NC(=O)CSc2nnc(-c3ccc4c(c3)OCCO4)o2)no1 | 1% | 4% | 9%[57.1 µM] | -8% | -25% | -3 | -1% | -37% | 12%[57.1 µM]
O=C(CCC1N=C2c3ccccc3N=C(SCc3cccc(F)c3)N2C1=O)NC1CCCCC1 (stereo not drawn) | 1% | 0% | 9%[57.1 µM] | -4% | ? | -6 | 0% | 32% | 10%[57.1 µM]
O=[N+]([O-])c1ccccc1S(=O)(=O)Nc1ccc(-c2ccc(N3CCCC3)nn2)cc1 | 4% | 2% | -7% | 0% | -18% | 1 | 0% | -9% | -13%
Cc1nc(NC(C)(C)CO)c([N+](=O)[O-])cc1[N+](=O)[O-] | -6% | 8% | -5% | -1% | -23% | 9 | 2% | 7% | 7%
COC(=O)NC1CSCC1OC(=O)c1ccc(Br)cc1 (stereo not drawn) | -2% | 6% | -5% | -3% | -14% | -7 | 0% | -5% | -12%
CCOc1ccc(Br)cc1S(=O)(=O)Nc1ccc(C(=O)Nc2ccc(C)cc2)cc1 | 0% | 2% | 0% | -6% | -22% | -1 | 1% | 9% | 4%
O=C1CSC(=S)N1Cc1cccnc1 | 11µM* | -4% | -3% | -14% | ? | 12 | ? | ? | -23%
CC1(c2ccccc2)NC(=O)N(CCN2C(=O)c3ccccc3C2=O)C1=O (stereo not drawn) | -2% | 2% | 11%[57.1 µM] | -3% | -9% | -5 | -8% | 9% | 8%[57.1 µM]
Cc1cc(NC(=O)Cn2ccsc2=N)c([N+](=O)[O-])cc1C | 5% | -5% | 5%[57.1 µM] | -3% | 2% | -1 | 0% | 8% | 16%[57.1 µM]
Cc1cc(C)[n+](Cc2ccccc2)cc1C(N)=O | 0% | 2% | -3% | 4% | -7% | -1 | 4% | -6% | -14%
Cc1ccc(C(=O)CSc2n[nH]c(C)n2)cc1 | -6% | 9% | -6% | 5% | -20% | 2 | 0% | ? | ?
C[C@H](CO)N1C[C@H](C)[C@@H](CN(C)S(C)(=O)=O)Oc2ccc(N(C)C)cc2C1=O | 4% | 4% | 5% | -5% | -6% | 0 | 3% | -10% | -10%
N#Cc1nc(Cc2ccccc2)oc1N1CCCC1 | -11% | 0% | 2% | 6% | -22% | 2&-8 | 1% | 17% | 10%
Cc1cc(C)c2c(N)c(C(=O)NN3CC(=O)N(c4ccccc4)CC3=O)sc2n1 | 1% | 19% | 87%[activator] | -3% | -2% | 1 | -2% | -10% | 13%
Cc1cc(C)c2c(CC(=O)Nc3ccc(S(=O)(=O)Nc4nc(C)cc(C)n4)cc3)coc2c1 | 1% | 6% | -6% | -1% | -16% | -3 | -1% | 9% | -1%
Cc1noc(C)c1COc1ccc(C(=O)N2CCN(S(=O)(=O)c3cccc(F)c3)CC2)cc1 | -7% | -5% | -4%[57.1 µM] | -4% | -26% | -7 | 1% | 2% | 4%[2.29 µM]
CC1CCN(CCn2c(=S)[nH]c3ccccc3c2=O)CC1 | 0% | -9% | 3% | -5% | -20% | -2 | -2% | -25% | 12%
COc1cccc(-c2ccc3c(c2)O[C@@H](CN(C)C(=O)C2CCOCC2)[C@H](C)CN([C@H](C)CO)S3(=O)=O)c1 | -8% | -2% | / | 1% | -26% | -2 | -4% | / | /
O=C(Nc1cccnc1)c1cc(F)c(F)cc1Cl | -4% | 1% | -6% | -1% | -10% | -3 | -12% | 5% | 5%
Cc1cc(Cl)c(S(=O)(=O)N2CCN(c3ccccn3)CC2)cc1OCC(=O)NC1CCCCC1 | 0% | 2% | -4% | -5% | -24% | -1 | 0% | -6% | 1%
CN1CCCN(C(=O)CC(c2ccccc2)c2ccccc2)CC1 | -13% | -5% | 2% | -2% | -6% | 1 | -2% | 0% | -1%
O=C(NCc1cccs1)c1cc(S(=O)(=O)N2CCCCC2)ccc1Cl | 2% | 9% | 10% | -4% | ? | -6 | -1% | 21% | 24%

Part of the list above, set out differently.
Fields – Vif-A3F inh	mIDH1 inhibitor	TrxR1 substrate	GRP78 ERSR act	USP1 inh	LDHA block	Vif-APOBEC3G blk	RGS4 inhibitor	rTrxR1 inhibitor
COC(=O)NC1CSCC1OC(=O)c1ccc(Br)cc1 (stereo not drawn)
→ -2%	6%	-5%	-3%	-14%	-7	0%	-5%	-12%
CCOc1ccc(Br)cc1S(=O)(=O)Nc1ccc(C(=O)Nc2ccc(C)cc2)cc1
→ 0%	2%	0%	-6%	-22%	-1	1%	9%	4%
O=C1CSC(=S)N1Cc1cccnc1
→ 11µM*	-4%	-3%	-14%	?	12	?	?	-23%
CC1(c2ccccc2)NC(=O)N(CCN2C(=O)c3ccccc3C2=O)C1=O (stereo not drawn)
→ -2%	2%	11%[57.1 µM]	-3%	-9%	-5	-8%	9%	8%[57.1 µM]
Cc1cc(NC(=O)Cn2ccsc2=N)c([N+](=O)[O-])cc1C
→ 5%	-5%	5%[57.1 µM]	-3%	2%	-1	0%	8%	16%[57.1 µM]
Cc1cc(C)[n+](Cc2ccccc2)cc1C(N)=O
→ 0%	2%	-3%	4%	-7%	-1	4%	-6%	-14%
Cc1ccc(C(=O)CSc2n[nH]c(C)n2)cc1
→ -6%	9%	-6%	5%	-20%	2	0%	?	?
C[C@H](CO)N1C[C@H](C)[C@@H](CN(C)S(C)(=O)=O)Oc2ccc(N(C)C)cc2C1=O
→ 4%	4%	5%	-5%	-6%	0	3%	-10%	-10%
N#Cc1nc(Cc2ccccc2)oc1N1CCCC1
→ -11%	0%	2%	6%	-22%	2&-8	1%	17%	10%
